Screening data as filed in PubChem BioAssay.
LMPTP inh = blocks human LMPTP phosphatase. AID 651560. P24666. recombinant LMPTP-A, OMFP fluorogenic substrate, fluorescence intensity. inhibition, % at 20 µM. 0.22% of 360,000 active;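 active means compounds that cut the enzyme signal by at least half of the control window in the single-dose screen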;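 further: plate controls were DMSO wells with enzyme plus substrate for no effect and substrate without enzyme for full effect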
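Assay system: LMPTP-A, protein tyrosine phosphatase of low molecular weight / Medium: pH 6.0 Bis-Tris buffer with DTT and Triton X-100 / Schedule: 50 min enzyme reaction at room temperature, protected from light / Measured by: endpoint fluorescence intensity from OMFP dephosphorylation / Read-out basis: % inhibition relative to no-enzyme and uninhibited control wells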
CendR NRP1 mod = NRP-1/CendR interaction modulation; inhibition, % at 25 µM; FAM-RPARPAR peptide binding to NRP-1, fluorescence polarization; AID 602438; 0.85% of 360,000 active;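 active means inhibition or corrected inhibition above about 18%, plus a signal ratio from 0.5 to 1.5, limit read from the data, passing the limit was not always enough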; further: strong numbers were not always called active
Scp1 inh = Scp-1 (human) phosphatase inhibition | Q9GZU7 | 0.88% of 340,000 active | inhibition, % at 20 µM | AID 493091 | Recombinant Scp1, phosphopeptide, malachite green phosphate absorbance;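 active means inhibition above about 50% at 20 µM, limit read from the data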;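 further: plate controls were DMSO wells with enzyme for no effect and wells lacking enzyme for full effect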
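Incubation: 45 min enzyme reaction at room temperature / System: truncated SCP-1 phosphatase (76-261aa) / Reagent: Phospho 17-mer peptide substrate / Buffer or medium: Acidic Tris acetate buffer with magnesium and detergent / Signal: absorbance at 630 nm / Doses: one concentration, 20 µM, with 1.0% DMSO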
NadD block = blocks S. aureus nicotinate mononucleotide adenylyltransferase; 0.78% of 360,000 active; purified NadD enzyme, colorimetric absorbance read-out; inhibition, % at 20 µM; in the data active means inhibition above about 26%; further: some compounds past the cut are filed as inactive
DNMT1 inh = DNMT1 (human) enzyme inhibition. inhibition (reported as % activation of signal), % at 10 µM. AID 588458. P26358. 0.83% of 360,000 active. DNMT1 molecular beacon, Hinp1I cleavage, fluorescence; in the data active means inhibition above about 50%
Target sequence (P26358 504-1616 limits assumed): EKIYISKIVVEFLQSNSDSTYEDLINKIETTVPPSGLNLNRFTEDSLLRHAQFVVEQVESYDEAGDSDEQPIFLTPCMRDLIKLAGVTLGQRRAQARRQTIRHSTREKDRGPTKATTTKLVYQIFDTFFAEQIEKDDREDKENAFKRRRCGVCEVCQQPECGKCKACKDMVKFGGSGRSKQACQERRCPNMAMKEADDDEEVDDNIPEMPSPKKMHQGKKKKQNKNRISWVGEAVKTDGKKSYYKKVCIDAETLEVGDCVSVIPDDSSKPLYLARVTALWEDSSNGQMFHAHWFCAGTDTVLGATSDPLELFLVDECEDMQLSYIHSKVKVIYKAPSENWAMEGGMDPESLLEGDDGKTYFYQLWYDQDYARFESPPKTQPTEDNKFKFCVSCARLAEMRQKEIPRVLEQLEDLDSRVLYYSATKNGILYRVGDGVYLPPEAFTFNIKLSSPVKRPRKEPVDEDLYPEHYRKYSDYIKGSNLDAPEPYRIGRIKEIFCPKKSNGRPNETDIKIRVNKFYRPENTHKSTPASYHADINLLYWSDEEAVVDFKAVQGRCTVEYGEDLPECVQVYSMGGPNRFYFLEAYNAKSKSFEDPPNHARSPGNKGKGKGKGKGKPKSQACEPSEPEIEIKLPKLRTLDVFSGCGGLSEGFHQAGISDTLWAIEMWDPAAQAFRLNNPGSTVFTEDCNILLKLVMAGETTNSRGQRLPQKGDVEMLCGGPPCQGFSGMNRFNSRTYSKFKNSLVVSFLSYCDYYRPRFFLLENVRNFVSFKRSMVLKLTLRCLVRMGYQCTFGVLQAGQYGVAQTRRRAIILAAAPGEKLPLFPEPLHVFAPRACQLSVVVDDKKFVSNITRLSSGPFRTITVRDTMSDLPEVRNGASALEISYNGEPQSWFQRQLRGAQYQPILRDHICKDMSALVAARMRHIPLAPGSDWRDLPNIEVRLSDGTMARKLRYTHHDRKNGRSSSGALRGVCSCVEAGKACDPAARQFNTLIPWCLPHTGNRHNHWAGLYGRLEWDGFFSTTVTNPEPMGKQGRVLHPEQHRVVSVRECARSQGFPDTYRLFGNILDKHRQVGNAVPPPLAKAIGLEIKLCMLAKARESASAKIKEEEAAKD
SUMO1-SIM PPI = modulators of human SUMO1-mediated protein-protein interactions. SUMO1 binding to a labelled peptide, TR-FRET, 1 h. inhibition, % at 20 µM. 0.33% of 360,000 active; in the data active means inhibition above about 37%
MT1-MMP act inh = inhibitors of human MT1-MMP activation; GFP/RFP ratio change, % at 20 µM; P50281; HT1080 RFP-PRO-GFP cells, GFP/RFP ratio fluorescence, overnight; percent of plate control window, DMSO zero; 0.061% of 360,000 active; AID 651647;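 active means GFP/RFP ratio change of at least 30% with cell ATP level not reduced by more than half and red fluorescence within 50% of control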; further: strong numbers were not always called active
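Compound: 20 µM single dose, 1% DMSO / System: HT1080 RFP-PRO-GFP cells / Controls: DMSO and RFP-L50D-GFP cell wells / Read-out basis: GFP/RFP fluorescence ratio / Schedule: overnight compound exposure at 37 °C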
STEP block = inhibitors of human striatal-enriched phosphatase STEP; inhibition, % at 20 µM; AID 588621; recombinant STEP, OMFP fluorogenic substrate, fluorescence; 0.25% of 360,000 active;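 active means inhibition at 20 µM, scaled per plate between control wells, above about 37%, limit read from the data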;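 further: 0% = DMSO with enzyme and substrate and 100% = substrate only without enzyme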
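Measure: Control-normalized % inhibition with plate pattern correction | Test system: STEP phosphatase, cell-free reaction | Medium: pH 6.0 Bis-Tris with DTT and Tween 20 | Technique: Fluorescence, 480/540 nm | Times: Reaction 20 min, ambient temperature | Doses: Single compound dose of 20 µM, 1% DMSO final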
SKN-1 block = blocks SKN-1 activity in C. elegans. C. elegans VP596 Pgst-4::GFP/RFP ratio, acrylamide-induced, 24 h. inhibition, % at 21.8 µM. 0.49% of 360,000 active. AID 624304;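 active means interference check ratio from 0.5 to 1.5 plus GFP to RFP signal ratio inhibition reaching or exceeding a fixed threshold, cut at about 30% in these data, passing the limit was not always enough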; further: some compounds called inactive have numbers as strong as hits
Rpn11 inh = inhibitors of human proteasome Rpn11; O00487; human 26S proteasome, Ub4-pepOG fluorescence polarization; 20S core pre-blocked with epoxomicin; calls only at 20 µM; 0.59% of 360,000 active; AID 588493;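 active means inhibition at 20 µM, scaled to each plate's controls, above about 33%, limit read from the data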
Starred values were filed as active, the others as inactive; i = inactive; · = no result given.

SMILES	LMPTP inh	CendR NRP1 mod	Scp1 inh	NadD block	DNMT1 inh	SUMO1-SIM PPI	MT1-MMP act inh	STEP block	SKN-1 block	Rpn11 inh
CN(C)c1ccc(C=c2c3cc([N+](=O)[O-])ccc3n3c2cc(-c2ccccc2)[n+]3C)cc1	68*	4	4	48*	36	59*	107	9	21	i
COC(=O)C1=C(C)N(CCCCCC(=O)O)C(=O)NC1c1ccccc1 (stereo not given)	-1.9	3	12	-9	4	-3	-4	-1	3	i
O=S(=O)(c1ccc(F)cc1)N1CCN(Cc2cc3c(cc2Br)OCCO3)CC1	2.6	-1	-5	-2	-10	-3	1	2	20	i
O=c1[nH]nc2c3ccccc3occ1-2	-0.6	14	·	·	·	2	6	·	14	·
CCOC(=O)c1[nH]c(C)c(C(=O)Nc2ccc(C)cc2C)c1C	-1.1	5	-16	-3	3	4	-8	-2	11	i
CCc1nc2ccc(C(=O)NCCN3CCNC3=O)cn2c1N(C)Cc1ccc(OC)cc1	4.0	-10	·	0	6	-2	4	-3	-11	i
CCOC(=O)c1c(C)[nH]c(C(=O)OCC(=O)N(C)c2c(N)n(Cc3ccccc3)c(=O)[nH]c2=O)c1C	-0.6	-18	-5	7	-2	-1	-5	3	-5	i
O=S(=O)(Cc1noc(-c2ccc(OC(F)(F)F)cc2)n1)c1ccc(F)cc1	-0.1	-5	-1	-8	5	-3	4	1	-6	i
CCC1=C(OC(=O)N(CC)CC)N2C(=O)OC(=NCCc3c[nH]c4ccccc34)[C@]2(Cc2ccccc2)[C@H]2C1=CC[C@H]1C(=O)N(c3ccccc3)C(=O)[C@H]12	1.7	-10	9	26	-3	-2	-2	0	15	i
CCOc1ccc(C(=O)N2CCCC2)cc1OC	-1.2	-9	-6	-4	2	0	1	-3	-2	i
COc1ccc(NC(=O)c2cc3sccc3n2Cc2ccc(F)cc2)cc1OC	4.4	13	-13	-1	-15	3	0	1	5	i
CC/C=C/C(=O)N1CC2(CC(c3cccc(NC(=O)CC)c3)=NO2)C[C@H]1C(N)=O (stereo not given in full)	-1.4	2	12	-2	6	0	-5	0	3	i

Full records from above. Order of values: LMPTP inh | CendR NRP1 mod | Scp1 inh | NadD block | DNMT1 inh | SUMO1-SIM PPI | MT1-MMP act inh | STEP block | SKN-1 block | Rpn11 inh
`CCOC(=O)c1c(C)[nH]c(C(=O)OCC(=O)N(C)c2c(N)n(Cc3ccccc3)c(=O)[nH]c2=O)c1C` across the screens: -0.6 | -18 | -5 | 7 | -2 | -1 | -5 | 3 | -5 | i
`O=S(=O)(Cc1noc(-c2ccc(OC(F)(F)F)cc2)n1)c1ccc(F)cc1` across the screens: -0.1 | -5 | -1 | -8 | 5 | -3 | 4 | 1 | -6 | i

Back to the main list, repeating the 2 entries before the break.
SMILES	LMPTP inh	CendR NRP1 mod	Scp1 inh	NadD block	DNMT1 inh	SUMO1-SIM PPI	MT1-MMP act inh	STEP block	SKN-1 block	Rpn11 inh
COc1ccc(NC(=O)c2cc3sccc3n2Cc2ccc(F)cc2)cc1OC	4.4	13	-13	-1	-15	3	0	1	5	i
CC/C=C/C(=O)N1CC2(CC(c3cccc(NC(=O)CC)c3)=NO2)C[C@H]1C(N)=O (stereo not given in full)	-1.4	2	12	-2	6	0	-5	0	3	i
CCOC(=O)C1=C(COC(=O)c2ccc(C)c(S(=O)(=O)N3CCOCC3)c2)NC(=O)NC1C (stereo not given)	-0.3	3	-4	-3	-1	1	1	0	-1	i
Cc1cc(C)cc(-n2ccnc2SCC(=O)Nc2nccs2)c1	-0.1	1	1	2	4	-1	2	-5	-1	i
C[C@@H]1CN([C@H](C)CO)C(=O)c2c(c3ccccc3n2C)-c2ccccc2CO[C@@H]1CN(C)S(=O)(=O)c1cccs1	-2.3	0	·	-2	-8	-3	-7	-2	23	i
CC1CCc2nc(NC(=O)c3ccco3)sc2C1 (stereo not given)	0.4	7	-6	-6	1	1	-1	-3	18	i
CC(NC(=O)C12CC3(C)CC(C)(CC(C)(C3)C1)C2)C(=O)O (stereo not given)	-0.7	-1	-1	5	-2	-2	0	0	0	i
O=C(c1ccccc1)N1CCN(C(=O)c2ccc3c(c2)OCCO3)CC1	-2.5	5	-1	-1	0	2	0	-2	3	i
O=C1Cc2ccccc2C(=O)N1OCc1ccc(Cl)cc1	2.5	14	-4	-2	-13	-3	-1	4	-3	i
O=C(c1ccc2oc(CCCc3ccccc3)nc2c1)N1CCCC(CCCO)C1 (stereo not given)	1.0	-2	-2	0	-4	6	2	0	3	i
CCC1=[N+](C)c2cccc3cccc(c23)N1C	0.7	3	8	14	7	-2	-3	-1	-2	i
Cc1noc(C)c1C(=O)OCC(=O)NC1CC1	-2.2	0	-2	5	4	-3	-1	-1	-22	i
CCS(=O)(=O)N1CCC(c2nc(-c3ccc(C)cc3)no2)CC1	-0.3	8	-10	-5	2	2	3	-6	7	i
O=C(Cc1ccccc1)NCC(=O)N1CCN(c2ccccc2F)CC1	0.3	-8	-5	-6	2	-2	-1	1	8	i

Entries listed above printed as active in LMPTP inh.
SMILES,LMPTP inh,CendR NRP1 mod,Scp1 inh,NadD block,DNMT1 inh,SUMO1-SIM PPI,MT1-MMP act inh,SKN-1 block,Rpn11 inh
CN(C)c1ccc(C=c2c3cc([N+](=O)[O-])ccc3n3c2cc(-c2ccccc2)[n+]3C)cc1,68*,4,4,48*,36,59*,107,21,i

Going on with the list.
SMILES	LMPTP inh	CendR NRP1 mod	Scp1 inh	NadD block	DNMT1 inh	SUMO1-SIM PPI	MT1-MMP act inh	STEP block	SKN-1 block	Rpn11 inh
Cn1c(=O)c2c(ncn2CC(=O)OCC(=O)NNC(=O)c2ccc(Cl)cc2)n(C)c1=O	-0.7	8	-10	-3	5	31	2	-3	3	i
COCCn1c(=O)[nH]c2cc(C(=O)N3CCN(c4ccc(OC)cc4)CC3)ccc2c1=O	-0.5	2	-1	-7	1	-3	2	-1	-3	i
Cc1cc(C(F)F)n2ncc(C(=O)NCCc3ccccc3Cl)c2n1	-0.3	3	3	-4	0	-3	-1	3	-8	i
COc1ccc(OC)c(S(=O)(=O)Nc2cc3c4c(c2)CC(=O)N4CCC3)c1	1.6	3	1	1	-6	6	-1	-2	8	i
Cc1ccc(-c2cc(C(=O)NCCN3CCOCC3)no2)cc1	-1.6	-4	-9	-5	-1	2	-1	-2	3	i
COc1ccc(CNC(=O)CCCNS(=O)(=O)c2cccc3nonc23)cc1	-2.4	-1	0	-4	1	-19	2	-2	4	i
CCOc1cc(C2CC(=O)N3CN(C4CCCCC4)CSC3=C2C#N)ccc1O (stereo not given)	5.0	-8	6	-4	-17	16	2	34	1	i
CC(C)(C#CCN1CCCCC1)OCCOC(c1ccccc1)c1ccccc1	-1.3	4	-8	-2	2	3	3	-3	7	i
CN(CC(=O)Nc1ccc2c(c1)OCCO2)S(=O)(=O)c1ccc(F)cc1	-1.6	4	-3	1	0	5	2	1	10	i
O=C(N1CCN(c2ccccc2F)CC1)C1(S(=O)(=O)c2ccc(Cl)cc2)CC1	0.0	0	-8	1	0	-2	0	-1	3	i
Nc1nnnn1/N=C/C(Br)=C/c1ccccc1	-2.0	2	-2	2	3	-21	-23	-1	0	i
CC1(C)CC(NC(=O)c2c(N)no[n+]2[O-])CC(C)(C)N1	-2.5	0	-6	-7	-1	1	2	-2	-3	i

Limited to STEP block and SUMO1-SIM PPI, for 3 of the compounds above:
SMILES	STEP block	SUMO1-SIM PPI
O=C(N1CCN(c2ccccc2F)CC1)C1(S(=O)(=O)c2ccc(Cl)cc2)CC1	-1	-2
CC1(C)CC(NC(=O)c2c(N)no[n+]2[O-])CC(C)(C)N1	-2	1
Cc1cc(C(F)F)n2ncc(C(=O)NCCc3ccccc3Cl)c2n1	3	-3

Next entries.
SMILES	LMPTP inh	CendR NRP1 mod	Scp1 inh	NadD block	DNMT1 inh	SUMO1-SIM PPI	MT1-MMP act inh	STEP block	SKN-1 block	Rpn11 inh
CCOC(=O)Cc1csc(NS(=O)(=O)c2ccc3c4c(cccc24)C(=O)N3CC)n1	-0.1	0	-3	-1	1	5	4	3	26	i
O=C(c1ccc(=O)oc1)N1CCCc2ccccc21	2.0	-30	43	1	105*	12	-10	13	24	i
CCc1cccc(CC)c1C(O)c1cccnc1 (stereo not given)	-1.0	-2	-10	-1	4	0	2	-2	21	i
CC(C)(C)c1ccc(N/N=C(\C#N)S(=O)(=O)C(C)(C)C)cc1	2.6	3	-12	-5	-1	-2	-2	-1	7	i
CC1CCN(C(=O)COC(=O)c2cc3ccccc3cc2O)CC1	-0.1	6	-6	-4	-4	-17	5	3	1	i
O=C(OCc1cn([C@@H]2CN(CC3CCCCC3)[C@@H](c3ccc(Cl)cc3)C[C@H]2O)nn1)c1ccccc1	-0.2	-5	·	-1	-2	3	0	-1	1	i
CC(=O)Nc1ccc(C(=O)CSc2nnc(C)o2)cc1	-1.4	-4	-8	-1	-2	-2	-1	1	-1	i
O=C(O)c1cccc(CN2C(=O)S/C(=C/c3cccc([N+](=O)[O-])c3)C2=O)c1	0.1	-16	-5	-1	2	-11	5	0	-8	i
O=C(Nc1cccnc1Cl)c1cc(-c2ccc(Br)cc2)on1	0.5	-2	3	-11	10	-8	0	0	-4	i
COc1ccc(-n2cnnc2SCC(=O)Nc2cc(S(=O)(=O)N3CCCCC3)ccc2C)cc1	0.2	-6	2	5	-3	-3	4	0	15	i
Cc1cc(NS(=O)(=O)c2ccccc2)c([N+](=O)[O-])cc1C	-0.5	3	-7	-6	-1	-6	1	2	0	i
COC(=O)c1ccc(COc2cc(O)c3c(c2)OC(C)(C)CC3=O)cc1	1.1	11	-20	-5	-5	-2	1	1	-10	i
Cc1ccccc1/C=N/N1CCN(c2ccccc2)CC1	-0.8	-13	-6	-1	2	-2	2	-1	14	i
COc1cccc(CN(C)C(=O)c2cccc(S(=O)(=O)N3CCN(c4ccccc4)CC3)c2)c1OC	-0.8	12	-8	-7	-1	-8	3	2	1	i
CCOC(=O)[C@H]1[C@H]2COc3ccc(Cl)cc3[C@@H]2N2C(=O)[C@@H](CO)NC(=O)[C@@]12C	0.4	-2	-5	2	4	3	2	1	-1	i
CCOC(=O)N1CCN(C(=O)c2ccccc2NC(=O)c2ccc(OC)cc2)CC1	-1.5	0	-4	5	3	-2	-3	-6	-1	i
